EPAC2 ag – qHTS for Agonist of cAMP-regulated guanine nucleotide exchange factor 4 (EPAC2): primary screen; Rap guanine nucleotide exchange factor 4 (Homo sapiens), Q8WZA2; EPAC2 activation, biochemical qHTS; response scale: 100% = 6.5 mM cAMP response; AID 720711, 2013; actives 0.079% (n = 360,000); Potency, µM (doses to about 154 µM), for inactives: at the highest dose activation, hits mostly activators; also: potency is read from the fitted curve at half-maximal effect; nearly all actives have a fitted effect of over 50% in size
Target sequence (Q8WZA2 whole entry, looked up): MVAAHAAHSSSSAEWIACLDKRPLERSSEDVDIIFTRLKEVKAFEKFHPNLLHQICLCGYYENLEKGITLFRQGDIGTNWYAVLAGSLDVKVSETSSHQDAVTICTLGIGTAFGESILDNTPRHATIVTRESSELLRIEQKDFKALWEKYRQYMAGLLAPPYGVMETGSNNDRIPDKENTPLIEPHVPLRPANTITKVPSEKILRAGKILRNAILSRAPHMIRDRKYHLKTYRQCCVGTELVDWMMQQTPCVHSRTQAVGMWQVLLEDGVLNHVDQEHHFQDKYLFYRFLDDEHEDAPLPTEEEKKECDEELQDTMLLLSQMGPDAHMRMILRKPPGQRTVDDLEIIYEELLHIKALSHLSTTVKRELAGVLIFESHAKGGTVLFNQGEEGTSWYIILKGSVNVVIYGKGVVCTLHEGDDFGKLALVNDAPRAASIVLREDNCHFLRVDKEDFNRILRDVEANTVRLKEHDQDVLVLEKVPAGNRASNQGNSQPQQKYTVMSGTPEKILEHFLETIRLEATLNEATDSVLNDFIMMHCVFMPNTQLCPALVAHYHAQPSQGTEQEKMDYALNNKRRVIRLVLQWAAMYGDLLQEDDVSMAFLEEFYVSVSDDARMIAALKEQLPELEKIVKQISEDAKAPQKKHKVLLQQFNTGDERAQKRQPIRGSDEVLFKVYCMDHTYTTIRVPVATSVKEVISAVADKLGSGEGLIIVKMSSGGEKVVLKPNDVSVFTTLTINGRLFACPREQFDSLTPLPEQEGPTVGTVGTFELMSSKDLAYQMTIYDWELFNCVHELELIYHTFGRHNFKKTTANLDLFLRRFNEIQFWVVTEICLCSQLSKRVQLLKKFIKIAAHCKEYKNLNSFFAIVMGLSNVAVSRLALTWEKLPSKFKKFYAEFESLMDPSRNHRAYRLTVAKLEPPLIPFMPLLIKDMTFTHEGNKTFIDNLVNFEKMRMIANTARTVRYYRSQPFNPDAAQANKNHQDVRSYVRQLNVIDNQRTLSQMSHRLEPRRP
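qHTS, titration series. 100 nM EPAC2 / 250 nM Rap1B-BODIPY-GDP / 50 uM GDP; RT; ex 480/em 540 nm, 5-min reads to 30 min. Norm. to 6.5 mM cAMP = activation.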
PI5P4K alpha inh – qHTS for Inhibitors of phosphatidylinositol 5-phosphate 4-kinase (PI5P4K); Phosphatidylinositol 5-phosphate 4-kinase type-2 alpha (Homo sapiens), P48426; PI5P4Kalpha enzyme, ADP-Glo luminescence, 60 min; active compounds read low; max response, %; actives 1.2% (n = 330,000); AID 652105, 2013; active = max response of -50% or lower; inconclusive = between -30% and -50%; inactive = -30% or higher; also: value at the top dose of about 77 µM; % is scaled to controls: 0 for no effect and ±100 for the full control effect
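Enzyme plus substrate dispensed, test compounds pinned in, then ATP (5 microM final) added. After 60 min at RT, ADP-Glo reagent 1 for 45 min and reagent 2 for 30 min preceded luminescence imaging.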
WRN inhibitor – qHTS for Inhibitors of WRN Helicase | WRN helicase unwinding, fluorescent forked duplex, kinetic | Potency, µM (highest dose often 114 µM), for inactives: at the top dose activity change, negative = inhibition, usual class: inhibitors | actives 0.46% (n = 360,000) | Bifunctional 3'-5' exonuclease/ATP-dependent helicase WRN (Homo sapiens), Q14191; also: potency is read from the fitted curve at half-maximal effect; % is scaled to controls: 0 for no effect and ±100 for the full control effect; nearly all actives have a fitted effect of over 55% in size
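Primary qHTS, 1536-well format. 20 nM WRN + compound, 15 min RT; start with 100 nM forked fluorophore/quencher duplex, 2 mM ATP (final); kinetic read ex 525/em 598 nm.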
PLK1 PBD inh – qHTS for Inhibitors of PLK1-PDB (polo-like kinase 1 - polo-box domain): Primary Screen | actives 2.8% (n = 360,000) | Potency, µM, without a hit: max response, negative = inhibition, usual class: inhibitors | Plk1 PBD binding of FITC phosphopeptide, fluorescence polarization | Serine/threonine-protein kinase PLK1 (Homo sapiens), P53350; also: potency is read from the fitted curve at half-maximal effect; series mostly up to about 57 µM; % is scaled to controls: 0 for no effect and ±100 for the full control effect; nearly all actives have a fitted effect of over 65% in size
EPAC1 ag – qHTS for Agonist of cAMP-regulated guanine nucleotide exchange factor 3 (EPAC1): primary screen; Rap guanine nucleotide exchange factor 3 (Homo sapiens), O95398; EPAC1 agonist qHTS, biochemical assay; response scale: 100% = response to 6.5 mM cAMP; AID 720707, 2013; actives 0.073% (n = 360,000); Potency, µM (titrated, usually from 154 µM), for the others: at the top dose activation, actives largely listed as activators; also: potency is read from the fitted curve at half-maximal effect; nearly all actives have a fitted effect of over 60% in size
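Compounds were pinned as a concentration titration into mixtures of EPAC1 (100 nM), BODIPY-GDP-loaded Rap1B (250 nM) and GDP (50 uM). After 5 min at room temperature, fluorescence was followed for 30 min; activity was scaled to 6.5 mM cAMP.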
EPAC1 antag – qHTS for Antagonist of cAMP-regulated guanine nucleotide exchange factor 3 (EPAC1): primary screen | Potency, µM (titrated, usually from 115 µM), without a hit: top-dose activity change, negative = inhibition, most hits filed as inhibitors | actives 0.14% (n = 360,000) | EPAC1 GEF assay, Rap1b-BODIPY-GDP exchange fluorescence;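 also: potency is read from the fitted curve at half-maximal effect; plate controls were vehicle for no effect and positive control for full effect; nearly all actives have a fitted effect of over 50% in size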
IL-2 act – qHTS of IL-2 Activators. IL-2 activation reporter assay, cell-based qHTS; stimulated with anti-CD3/CD4/CD28 beads; in transgenic mouse T cells. activation, % (series mostly up to about 46 µM). actives 0.065% (n = 360,000); in the data active = activation above about 50%; inconclusive = mostly about 30% to 49%; also: 0% is about no effect
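Readout is EGFP and DsRed signal by fluorescent plate cytometry after 18 h at 37 degrees C. Transgenic mouse T cells (750/well) received compound for 60 min before bead stimulation (anti-CD3, anti-CD4, anti-CD28); memory T cells served as non-tolerant control.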
CCT chaperon mod – High-Throughput Screening for Modulators of Cytosolic Chaperonin Activity | AID 651819, 2012 | purified chaperonin ATPase assay, HTRF ADP detection, 30 min | activity change, % (test concentration not listed), hits read low | actives 0.3% (n = 360,000); in the data active = activity change below about -30%; also: % is scaled to controls: 0 for no effect and ±100 for the full control effect
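Nucleotide hydrolysis assay: TRiC at 20–40 nM final (set by batch activity) with 10 uM ATP, 30 min at 37 °C, in presence of 76 uM compound. Detection by competitive ADP HTRF, 30 min ambient.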
Active calls of the source: *; ? = inconclusive; . = no result given; [ ] = remark or other dose. Unless noted, calls follow the shape of the dose curve; as a rule, active = well fitted curve in the direction sought with a large enough effect; inconclusive = small, poorly fitted or top-dose-only effect, or another doubt; inactive = no such curve, though single readings can be large; an effect the other way counts as inactive or inconclusive. This is a subset; rates above refer to the full screens.

Labels used below – A = EPAC2 ag; B = PI5P4K alpha inh; C = WRN inhibitor; D = PLK1 PBD inh; E = EPAC1 ag; F = EPAC1 antag; G = IL-2 act; H = CCT chaperon mod
COc1ccc(N(CC(=O)N2CCC(C)CC2)S(=O)(=O)c2c(C)nn(C)c2C)cc1
  A: 2%; B: 4; C: -2%; D: -1%; E: -4%; F: -5%; G: -2.7; H: 1.6

CC(C)c1ccc(OCC(=O)NN2C(=O)c3ccccc3C2=O)c(Br)c1
  A: -4%; B: 1; C: -9%; D: -10%; E: 3%; F: -5%; G: -0.3; H: 0.4

COc1ccc(CNCc2c(O)c(Cl)cc3c(C)c(C)c(=O)oc23)c(OC)c1
  A: 1%; B: -6; C: 4%; D: 6%; E: -1%; F: -5%; G: -1.3; H: -2.7

COc1ccc(NC(=O)Cn2c(=O)n(CC3CCCO3)c(=O)c3ccccc32)c(OC)c1 (stereo not drawn)
  A: 13%; B: -1; C: -12%; D: -14%; E: 2%; F: 17%; G: 0.7; H: -3.2

COc1ccc(NC(=O)CNC(c2ccccc2)c2ccccc2)cc1
  A: 8%; B: 1; C: 5%; D: 6%; E: 0%; F: -4%; G: -1.1; H: 0.6

Fc1ccc2cc(-c3ccccc3F)ncc2c1
  A: 3%; B: 0; C: -9%; D: -8%; E: -3%; F: -5%; G: -0.1; H: 1.0

COc1ccc(C2CC(c3cccs3)=NN2C(=O)CSc2nncn2C)cc1OC (stereo not drawn)
  A: 5%; B: -1; C: 3%; D: -4%; E: 14%; F: 10%; G: 0.2; H: -0.2

CCCn1c(N)c(N(CCOC)C(=O)Cc2ccc(S(=O)(=O)N3CCOCC3)s2)c(=O)[nH]c1=O
  A: 11%; B: -28; C: -9%; D: 0%; E: -6%; F: -2%; G: 6.6; H: 1.5

C=CCCCCCCCCC(=O)Nc1ncccn1
  A: -3%; B: -24; C: 6%; D: 12µM*; E: -20%; F: 7%; G: -3.7; H: -0.9

C=CCc1cc(C=O)cc(OC)c1OCc1ccc(Cl)cc1
  A: 8%; B: 19; C: -25%[57.1 µM]; D: -6%; E: -16%; F: -5%; G: -1.0; H: 0.3

COc1cc(NC(C)=O)c2ncccc2c1Br
  A: 4%; B: -6; C: 4%; D: -10%; E: 6%; F: -1%; G: -2.8; H: -2.1

CC1CN(CCn2cnc3c(N)ncnc32)CC(C)O1 (stereo not drawn)
  A: -2%; B: 4; C: -9%; D: -8%; E: -7%; F: -9%; G: -0.2; H: 2.2

Cc1cc2cc(CN(Cc3cccs3)Cc3nnnn3CC3CCCO3)c(=O)[nH]c2cc1C (stereo not drawn)
  A: 13%; B: .; C: 3%[57.1 µM]; D: -8%; E: 3%; F: 1%; G: -2.9; H: -0.6

COc1cc(-c2cc(NC(C)=O)c3ncc(-c4cc(OC)c(OC)c(OC)c4)n3c2)cc(OC)c1OC
  A: -8%; B: -17; C: -4%; D: -19%; E: -7%; F: -4%; G: 0.6; H: -3.4

CC/C(=N/Nc1ccccc1C)c1cnnc(SC)n1
  A: 6%; B: -3; C: -30%; D: -9%; E: 0%; F: -13%; G: 1.1; H: -1.4

Cc1onc(-c2c(F)cccc2Cl)c1C(=O)OCC(=O)NC(=O)NCC(C)C
  A: 6%; B: -5; C: 1%; D: -13%; E: 4%; F: -16%; G: -1.2; H: -4.7

COc1ccc(NC(=O)C(c2cc3c(cc2[N+](=O)[O-])OCO3)N(C)C)cc1 (stereo not drawn)
  A: 11%; B: -4; C: 8%; D: -9%; E: 13%; F: 5%; G: -0.5; H: -4.4

Cn1cc(-c2ccc3c(c2)OCO3)c2ccccc21
  A: 11%; B: 19; C: 0%[57.1 µM]; D: -4%; E: -1%; F: -4%; G: -0.5; H: -0.5

COCCNC(=O)C(OC(=O)CC1Sc2ccccc2NC1=O)c1ccccc1 (stereo not drawn)
  A: 10%; B: 4; C: 0%; D: -14%; E: -3%; F: -6%; G: 0.0; H: -4.9

CCn1c(SCC(=O)Nc2nc(C)c(C)s2)nnc1-c1ccco1
  A: 7%; B: .; C: -9%; D: -1%; E: 9%; F: -1%; G: 3.0; H: -8.7

C/C(Cn1nc([N+](=O)[O-])cc1C)=N\NC(=O)c1cccc(Br)c1
  A: 11%; B: -10; C: -7%; D: -8%; E: 3%; F: -9%; G: 0.2; H: -4.2

CC(C)(C)c1ccc(C(=O)NCC(=O)N2CCNC(=O)C2)cc1
  A: 13%; B: -2; C: 12%; D: -18%; E: 14%; F: 6%; G: 1.5; H: -1.6

N=c1sccn1CC(=O)Nc1cccc(S(=O)(=O)N2CCCCCC2)c1
  A: -2%; B: 1; C: -3%; D: -15%; E: 9%; F: -25%; G: -1.0; H: -1.0

COc1ccccc1CNc1nc(NCc2ccc(C(C)C)cc2)c2sccc2n1
  A: 15%; B: .; C: -15%; D: -6%; E: -8%; F: -13%; G: -0.9; H: 1.7

O=C(CCN1C(=O)C2CC=CCC2C1=O)Nc1cc(C(F)(F)F)ccc1N1CCCC1 (stereo not drawn)
  A: -1%; B: 7; C: 8%; D: -7%; E: 11%; F: 1%; G: -3.6; H: -1.3

Cc1cc(-c2ccc(C(C)C)c(S(=O)(=O)N3CCOc4ccccc43)c2)on1
  A: 13%; B: -7; C: 1%; D: -1%; E: -19%; F: -14%; G: -2.5; H: 1.5

c1ccc(CNc2ccc3ccccc3n2)nc1
  A: -1%; B: .; C: -6%; D: -3%; E: 5%; F: 6%; G: -1.1; H: -3.1

O=C(NCCN1CCC(n2c(=O)[nH]c3ccccc32)CC1)c1ccc(Cl)cc1Cl
  A: 4%; B: 3; C: -8%; D: -7%; E: -2%; F: 7%; G: -0.8; H: 3.1

Clc1ccc(OCCOCCOc2cccc3cccnc23)c(Br)c1
  A: 16%; B: 13; C: -20%; D: -2%; E: 6%; F: 3%; G: -0.2; H: 0.9

CCOc1ccc2c(c1)c1nc3ccccc3nc1n2C
  A: -15%; B: 4; C: 8%; D: -7%; E: -12%; F: 15%; G: -0.4; H: 2.2

COC(=O)C1=CN(c2ccc(C(C)(C)C)cc2)C(N)=C(C#N)C1c1cccc([N+](=O)[O-])c1 (stereo not drawn)
  A: 13%; B: -1; C: -6%; D: -7%; E: 9%; F: -4%; G: -0.9; H: .

O=C(CCC1N=C2c3ccccc3N=C(SCC(=O)NCC3CCCO3)N2C1=O)NCc1ccc(F)cc1 (stereo not drawn)
  A: 8%; B: -1; C: 6%; D: -2%; E: -13%; F: 10%; G: 1.9; H: -46*

COc1ccc(CCNC(=O)CN(C)S(=O)(=O)c2ccc3nc(C)sc3c2)cc1OC
  A: 7%; B: 4; C: 0%; D: -9%; E: 1%; F: ?; G: -2.0; H: -3.5

Cc1cc(C)c(OCCOCCN(C)C)c(Br)c1
  A: 1%; B: 3; C: -2%; D: -2%; E: -1%; F: 2%; G: -0.2; H: 1.4

CCOC(=O)C1(C)CCN1C(=O)c1ccc(OC)c(OC)c1 (stereo not drawn)
  A: 5%; B: 7; C: 7%[57.1 µM]; D: -1%; E: 13%; F: 7%; G: -0.5; H: 0.1

Clc1ccc(OCc2nc(-c3ccncc3)no2)c(Br)c1
  A: 23%; B: 5; C: -5%; D: -8%; E: 10%; F: -17%; G: -1.0; H: -0.5

Nc1nc(SCC(=O)Nc2ccc([N+](=O)[O-])cc2)[nH]c(=O)c1NC(=O)c1ccc(Br)cc1
  A: 6%; B: 0; C: 4%; D: -22%; E: 8%; F: -16%; G: -1.3; H: 1.0

CCN(C(=O)c1ccc(Br)o1)C1CCS(=O)(=O)C1 (stereo not drawn)
  A: -7%; B: 4; C: -19%; D: -5%; E: -7%; F: -17%; G: 0.5; H: -0.3

COCCN(CC1CCCN(C2Cc3ccccc3C2)C1)C(=O)CSC (stereo not drawn)
  A: 1%; B: 2; C: 0%; D: -11%; E: 6%; F: 1%; G: 0.8; H: -1.8

COc1cc(CNC2CCCCCCC2)ccc1OCC(N)=O
  A: 1%; B: 2; C: 7%; D: -14%; E: -1%; F: -18%; G: -0.8; H: -1.8

O=C(NCCOc1nc(N2CCCCC2)nc(N2CCOCC2)n1)Nc1ccccc1
  A: -5%; B: .; C: -2%; D: 3%; E: 1%; F: 9%; G: 4.2; H: -0.9

CCCOc1ccc(C(=O)CCC(=O)OCC(=O)Nc2cccc(S(N)(=O)=O)c2)cc1
  A: -3%; B: -3; C: -5%; D: 9%; E: 3%; F: 5%; G: 7.2; H: 2.7

COc1cc(NC(=O)COC(=O)[C@@H]2CCCN2S(=O)(=O)c2ccc(Cl)cc2)cc(OC)c1OC
  A: -7%; B: 11; C: -7%; D: 0%; E: -1%; F: -23%; G: -2.2; H: -3.0

CCc1cc(C(=O)OC)c(N2C(=O)C3C4C=CC(C4)C3C2=O)s1 (stereo not drawn)
  A: 10%; B: .; C: 3%; D: -3%; E: 1%; F: 9%; G: -1.9; H: -3.3

O=C(CN1C(=O)C2CCCCN2C(=O)c2ccccc21)Nc1ccc(F)cc1 (stereo not drawn)
  A: 11%; B: 0; C: 3%; D: -2%; E: -18%; F: -6%; G: -1.3; H: -3.5

Record cards (already shown). Values in the order: EPAC2 ag | PI5P4K alpha inh | WRN inhibitor | PLK1 PBD inh | EPAC1 ag | EPAC1 antag | IL-2 act | CCT chaperon mod
Cc1onc(-c2c(F)cccc2Cl)c1C(=O)OCC(=O)NC(=O)NCC(C)C across the screens: 6% | -5 | 1% | -13% | 4% | -16% | -1.2 | -4.7
COc1ccc(CNCc2c(O)c(Cl)cc3c(C)c(C)c(=O)oc23)c(OC)c1 across the screens: 1% | -6 | 4% | 6% | -1% | -5% | -1.3 | -2.7
